KCNK9 block – KCNK9 potassium channel inhibitors, primary screen, HEK293 cells, thallium flux; actives 1.2% (n = 310,000); B-score at 10 µM; FluxOR thallium flux fluorescence; active compounds read low; Potassium channel subfamily K member 9 (Homo sapiens), Q9NPC2;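 active = ratio B-score over 3 SD below the library mean, with starting fluorescence within 5 SD of its mean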;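 also: negative B-score means less thallium flux so channel inhibition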
KCNK3 inh – human KCNK3 channel inhibitors, primary screen, CHO cells, FluxOR thallium flux, B-score; Potassium channel subfamily K member 3 (Homo sapiens), O14649; FluxOR fluorescence; active compounds read low; B-score at 10 µM; actives 0.84% (n = 340,000);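 active = B-score under library mean minus 4 SD, starting fluorescence ratio at most library mean plus 5 SD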;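 also: more negative B-score means stronger inhibition of thallium flux through KCNK3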
TRPC4 PAM – positive allosteric modulators of TRPC4, primary screen, cell-based, mouse TRPC4beta, HEK293 mu-opioid, Fluo-4 calcium; Short transient receptor potential channel 4 (Mus musculus), Q9QUQ5; DAMGO EC20, Fluo-4 Ca2+ flux; active compounds read high; B-score at 10 µM; actives 0.42% (n = 310,000); AID 2227, 2009;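 active = B-score of calcium response area above 5 SD of library B-scores, with initial fluorescence ratio within 5 SD of library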;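 also: B-score of integrated fluorescence ratio over time as area under calcium response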
Target sequence (Q9QUQ5 whole entry, looked up): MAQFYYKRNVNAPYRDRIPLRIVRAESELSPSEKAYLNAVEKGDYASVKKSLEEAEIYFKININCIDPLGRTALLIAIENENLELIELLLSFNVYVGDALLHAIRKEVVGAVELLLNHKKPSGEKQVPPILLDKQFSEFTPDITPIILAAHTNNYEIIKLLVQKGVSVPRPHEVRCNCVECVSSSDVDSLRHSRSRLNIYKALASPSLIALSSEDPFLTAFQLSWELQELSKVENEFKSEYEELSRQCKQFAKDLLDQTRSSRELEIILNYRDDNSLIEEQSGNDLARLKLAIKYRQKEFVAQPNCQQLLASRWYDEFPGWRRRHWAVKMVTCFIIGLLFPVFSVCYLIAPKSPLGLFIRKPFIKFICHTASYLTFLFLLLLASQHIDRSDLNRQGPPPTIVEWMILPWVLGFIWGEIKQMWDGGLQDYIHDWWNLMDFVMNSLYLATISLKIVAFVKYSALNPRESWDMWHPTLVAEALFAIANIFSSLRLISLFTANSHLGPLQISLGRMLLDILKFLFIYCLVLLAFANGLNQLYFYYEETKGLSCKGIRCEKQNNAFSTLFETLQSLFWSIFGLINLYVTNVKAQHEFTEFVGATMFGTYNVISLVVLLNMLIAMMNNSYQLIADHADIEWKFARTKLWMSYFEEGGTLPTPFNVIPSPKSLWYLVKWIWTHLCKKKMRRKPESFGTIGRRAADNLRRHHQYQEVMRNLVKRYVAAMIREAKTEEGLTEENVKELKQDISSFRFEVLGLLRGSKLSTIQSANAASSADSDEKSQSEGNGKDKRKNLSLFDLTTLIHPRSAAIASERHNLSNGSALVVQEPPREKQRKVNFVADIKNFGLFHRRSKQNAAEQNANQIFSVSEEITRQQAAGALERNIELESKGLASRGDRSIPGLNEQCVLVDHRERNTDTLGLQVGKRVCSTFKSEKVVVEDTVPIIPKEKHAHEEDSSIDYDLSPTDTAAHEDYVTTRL
TRPC4 act – activators of mouse TRPC4 channel, primary screen, Fluo4 calcium, HEK293 TRPC4beta/mu-opioid cells | AID 2237, 2010 | actives 0.49% (n = 310,000) | B-score at 10 µM | Short transient receptor potential channel 4 (Mus musculus), Q9QUQ5 | Fluo4 calcium fluorescence; active compounds read high;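 active = B-score above 5 SD of library B-scores, and initial fluorescence ratio not above library mean plus 5 SD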;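 also: positive B-score marks a calcium rise read as TRPC4 activation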
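Material: HEK293 stable line with TRPC4beta plus mu-opioid receptor; technique: Fluo4 calcium-sensitive dye fluorescence, kinetic, 1 Hz baseline; timing: Fluo4 dye loading 45 min at room temperature, 110 s recording; controls: assay buffer as low control, maximal DAMGO as high control; read-out: integrated baseline-normalised fluorescence ratio, converted to per-well B score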
hERG protect – hERG rescue from dofetilide block, primary screen, cell-based, CHO-hERG, FluxOR thallium flux, dofetilide IC70 | Voltage-gated inwardly rectifying potassium channel KCNH2 (Homo sapiens), Q12809 | dofetilide IC70 present | activation (rescue from dofetilide block), less the hit threshold, % at 10 µM | actives 0.51% (n = 310,000) | AID 1511, 2009;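 active = activation above the mean of controls blocked by dofetilide plus 5 SD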;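 also: thallium influx through hERG after potassium depolarization seen as dye fluorescence rise; in these data hits start at about 4.7%; inactives centre near -7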
KCNQ1 pot – potentiators or activators of KCNQ1 channel, primary screen, cell-based, thallium flux, high-throughput; actives 0.35% (n = 310,000); CHO-K1 KCNQ1, thallium flux FluxOR fluorescence; active compounds read high; B-score at 10 µM; Potassium voltage-gated channel subfamily KQT member 1 (Homo sapiens), P51787; AID 2648, 2010;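 active = fluorescence ratio B-score, a plate-corrected score, at least three library SD, with initial intensity B-score within 5 SD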
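Material: CHO-K1 cells stably expressing KCNQ1. Medium: assay buffer for compound exposure, DMSO matched across wells. Reagent: K+/Tl+ depolarizing stimulus. Compound dosing: single-concentration screen. Times: 37 °C overnight plating, 90-min dark dye load, 20-min compound pretreatment. Technique: FluxOR Tl+ flux fluorescence.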
HDAC3 inh – HDAC3 deacetylase inhibitors, primary screen, biochemical, fluorescence, cell-free homogeneous; Histone deacetylase 3 (Homo sapiens), O15379; recombinant HDAC3, fluorogenic peptide/trypsin coupled; inhibition, % at 8.3 µM; actives 0.15% (n = 320,000); AID 2718, 2010; in the data active = inhibition above about 26%, passing the limit was not always enough; inconclusive = no clear call, values can overlap the other calls
TMEM16A act – TMEM16A chloride channel activators or potentiators, primary screen, cell-based, HTS; AID 623877, 2012; actives 0.3% (n = 340,000); B-score at 10 µM; Anoctamin-1 (Mus musculus), Q8BHY3; HEK293 TMEM16A/YFP-H148Q/I152L, iodide quench fluorescence; active compounds read low;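 active = fluorescence-ratio B-score plate-corrected deviation score at least 3 library SD below zero, with starting fluorescence score within 5 deviations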;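 also: channel opened by trigger with iodide after compound preincubation; score built on the fluorescence ratio of max minus min over baseline; more negative score means more quench and so TMEM16A activation or potentiation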
KCNQ1 inh – inhibitors of human KCNQ1 channel, primary screen, cell-based, thallium flux, high-throughput; B-score at 10 µM; CHO-K1 KCNQ1, FluxOR thallium flux fluorescence; active compounds read high; Potassium voltage-gated channel subfamily KQT member 1 (Homo sapiens), P51787; actives 1.3% (n = 310,000);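 active = compounds whose thallium flux B-score, printed positive for inhibition, exceeds three library SD while starting fluorescence stays within three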;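 also: channel opened by potassium depolarization with thallium stimulus after 20 min compound exposure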
TMEM16A inh – TMEM16A chloride channel inhibitors, primary screen, cell-based, HTS | Anoctamin-1 (Mus musculus), Q8BHY3 | HEK293 TMEM16A/YFP iodide influx fluorescence, ionomycin | normalized B-score (activity score, 25-100; higher = stronger inhibition) at 10 µM | actives 1.2% (n = 310,000);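 active = ratio plate-corrected score three or more library SD toward inhibition, starting fluorescence score within five deviations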;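 also: score derived from kinetic fluorescence span divided by baseline fluorescence per well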
DYRK1A inh – rat Dyrk1A kinase inhibitors, primary screen, biochemical, single point, plate reader | Dual specificity tyrosine-phosphorylation-regulated kinase 1A (Rattus norvegicus), Q63470 | ADP-Glo luminescence, NFATc1 peptide | inhibition, % at 12.5 µM | actives 0.43% (n = 310,000) | AID 504441, 2011; in the data active = inhibition above about 50%;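 also: plate controls were vehicle with enzyme for no effect and no enzyme for full effect; many of its hits are not listed in these tables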
* hit, by the source's call; i = inactive; ? = inconclusive; . = no result given. This is a subset; rates above refer to the full screens.

SMILES	KCNK9 block	KCNK3 inh	TRPC4 PAM	TRPC4 act	hERG protect	KCNQ1 pot	HDAC3 inh	TMEM16A act	KCNQ1 inh	TMEM16A inh	DYRK1A inh
CC1(C)OC(c2ccccc2)=C/C(=C/C=Nc2ccccc2)O1	i	i	i	i	-5	i	-1	i	i	i	4
Cc1cc(NC(=O)CCN2C(=O)/C(=C\c3ccccc3)SC2=S)no1	i	i	i	i	-6	i	-1	i	i	i	7
Brc1c(CSc2nncn2-c2ccccc2)nc2ncccn12	i	i	i	i	-4	i	-24	i	i	i	-2
Cc1ccc(S(=O)(=O)N2CCCC2C(=O)NCCc2ccccc2)cc1 (centres undefined)	i	i	i	i	-14	i	-7	i	i	i	-11
C/C(CCN1CCc2nc(-c3ccccc3)c(-c3ccccc3)cc2C1)=N\O[C@H](C)c1cn([C@H](CO)Cc2ccccc2)nn1	i	.	i	i	-12	i	7	.	i	i	.
Cc1ccccc1C(=O)NCc1nnc(SCC(=O)N2CCN(c3ccccc3)CC2)n1C	i	i	i	i	-7	i	2	i	i	i	-1
Cc1csc2c(N3CCN(S(=O)(=O)c4ccc(Cl)cc4)CC3)ncnc12	i	i	10*	i	-6	i	.	i	i	i	-4
O=C(COC(=O)c1ccc(Br)c(S(=O)(=O)N2CCOCC2)c1)NCC1CCCO1 (centres undefined)	i	i	i	i	-5	i	-1	i	i	i	9
CCCn1c(SCC(=O)N2CCN(C(=O)c3ccco3)CC2)nc2ccccc2c1=O	i	i	i	i	-13	i	5	i	i	i	2
CCN(CC)CCOC(=O)c1cccc(Cl)c1	i	i	i	i	-3	i	1	i	i	i	9
COc1ccc(N2CCN(S(=O)(=O)c3cc4c(cc3C)NC(=O)CO4)CC2)cc1	i	i	i	i	-3	i	-3	i	i	i	4
COC(=O)/C(=C\c1cc(OC)c(OC)c(OC)c1)c1nc2ccccc2[nH]1	i	i	i	i	-8	i	5	i	i	i	-4
CN(CC(=O)NCc1ccncc1)S(=O)(=O)c1ccccc1	i	i	i	i	-8	i	1	i	i	i	2
Nc1nc(CN2CCN(C(c3ccccc3)c3ccccc3)CC2)nc(Nc2ccccc2)n1	i	i	i	i	-11	i	-8	i	i	i	8
CCN(CC)S(=O)(=O)c1ccc(N/N=C(\C)c2ccc3c(c2)OCO3)c([N+](=O)[O-])c1	i	i	i	i	1	i	-3	i	i	i	-3
COCCNC(=O)c1cccc(Nc2nc(-c3ccccc3)c3cc(Cl)ccc3n2)c1	-6.8*	i	i	i	-7	i	10	i	i	i	-1
CCN(c1cccc(C)c1)S(=O)(=O)c1ccc(-c2coc(C)n2)cc1	i	i	i	i	-5	i	-7	i	i	i	2
COc1ccccc1N1CC(C(=O)Nc2nnc(SCc3ccccn3)s2)CC1=O (centres undefined)	i	i	i	i	-7	i	2	i	i	i	0
Fc1c(F)c(C(F)(F)F)c(F)c(F)c1N/N=C\c1cccs1	i	i	i	i	-11	i	-7	i	i	i	1
CC(NC(=O)c1ccc(CS(C)(=O)=O)cc1)c1cccc2ccccc12 (centres undefined)	i	i	i	i	-5	i	?	i	i	i	-7
O=C(NNc1nc2ccccc2s1)Nc1ccc(F)cc1	i	i	i	i	-5	i	.	i	i	i	2
COc1ccc(-c2cc(=O)oc3cc(OC(=O)C4CCCCC4)ccc23)cc1	i	i	i	i	-9	i	?	i	i	i	5
NC(=O)C1CCN(C2=C(Cl)C(=O)c3ccccc3C2=O)CC1	i	i	i	i	-37	i	-2	i	19*	100*	0
CCc1cc(/C(Cc2cscn2)=N\O)c(O)cc1O	i	i	i	i	-6	i	-5	i	i	i	7
Nc1c(C(=O)Nc2ccc3c(c2)OCCO3)nnn1Cc1ccccc1	i	i	i	i	-9	i	3	i	i	i	-2
COc1ccc(-c2cn(CCc3c[nH]c4ccccc34)nn2)cc1	i	i	i	i	-5	i	-2	i	i	i	7
CCOc1ccccc1-c1noc(CCC(=O)NC2CCCCC2)n1	i	i	i	i	-6	i	2	i	i	i	-5
COc1ccc(S(=O)(=O)N2CCN(C)CC2)c(C)c1	i	i	i	i	-6	i	1	i	i	i	.
COc1ccc2ccccc2c1CN1CCCC(CO)C1 (centres undefined)	i	i	i	i	-11	i	1	i	i	i	6
C[C@H](CO)NC(=O)[C@H](C)[C@@H]1C[C@@]1(C)[C@@H](NC(=O)OCc1ccccc1)c1ccccc1	i	i	i	i	-6	i	-4	i	i	i	0
COc1ccc(-c2nsc(SCC(=O)Nc3cc(C)on3)n2)cc1	i	i	i	i	-4	i	-1	i	i	i	-4
CCOC(=O)C1CCN(CC(=O)Nc2c(C(=O)OC)[nH]c3ccc(Cl)cc23)CC1	i	i	i	i	-10	i	-12	i	i	i	-1
COc1cccc(-c2ccc(=O)n(CC(=O)NCCN3CCOCC3)n2)c1	i	i	i	i	-7	i	0	i	i	i	-11
NS(=O)(=O)c1ccc(CCNC(=O)c2cc([N+](=O)[O-])ccc2N2CCCCC2)cc1	i	i	i	i	-7	i	1	i	i	i	1
O=C(Nc1ccccc1Cl)Oc1ccc2ccccc2c1	i	.	i	i	-2	i	-1	.	i	i	.
CSc1ncc(Cl)c(C(=O)Nc2ccc(S(=O)(=O)Nc3nccc(C)n3)cc2)n1	i	i	i	i	-7	i	2	i	i	i	0
Cc1ccc(C)c2c1cc(C)c1nnc(SCC(=O)NCc3ccc4c(c3)OCO4)n12	i	i	i	i	-9	i	-7	i	i	i	4
COc1cc2c(C(=O)N3CCOCC3)c(CSc3ccccc3)n(C)c2cc1Br	i	i	i	i	-10	i	9	i	i	i	-2
C#CCOCCOCCOCCNc1nc(N2CCOCC2)nc(N2CCN(C(=O)[C@H]([C@@H](C)CC)n3cc([C@@H](N)Cc4ccc(O)cc4)nn3)CC2)n1	i	i	i	i	-5	i	0	i	i	i	10
CSc1cccc(N2C(=O)C3CCCN3C2=S)c1 (centres undefined)	i	i	i	i	-2	i	0	i	i	i	0
CCOC(=O)c1ccc(NC(=S)N2CCN(Cc3ccccc3)CC2)cc1	i	i	i	i	-4	i	2	i	i	i	-2
CS(=O)(=O)c1ccc(-c2nnc(NC(=O)c3ccc(S(=O)(=O)N4CCCC4)cc3)o2)cc1	i	i	i	i	-8	i	-8	i	i	i	-3
CC1CC(NC(=O)c2cc3c(=O)n4ccccc4nc3n2C)CC(C)(C)C1 (centres undefined)	i	-9.2*	i	i	-7	i	-2	i	6*	i	0
CCOC(=O)[C@@H](CCc1ccccc1)N[C@H](C)C(=O)N1[C@H](C(=O)O)C[C@@H]2CCC[C@@H]21	i	i	i	i	-3	i	-3	i	i	i	1
Cc1ccccc1OCC(=O)Nc1ccc(S(=O)(=O)N2CCOCC2)cc1	i	i	i	i	-6	i	.	i	i	.	6
COc1ccc(CCNC(=O)COC(=O)c2cccs2)cc1OC	i	i	i	i	-15	i	5	i	i	i	-8
O=C(CCc1nnc(COc2ccccc2)o1)NCCc1cccs1	i	i	i	i	-9	i	1	i	i	i	2
Cc1cc(C)nc(NC(=O)c2ccc(COc3ccccc3Cl)cc2)c1	i	i	i	i	-6	i	13	i	8*	i	-4
Cc1nnc(NC2=NCCC2)o1	i	i	i	i	-4	i	-5	i	i	i	-10
Cc1cc(C(=O)CSc2nc(N)cc(=O)[nH]2)c(C)n1CCc1ccc(F)cc1	i	i	i	i	-8	i	-5	i	i	i	-3

(next part)
SMILES	KCNK9 block	KCNK3 inh	TRPC4 PAM	TRPC4 act	hERG protect	KCNQ1 pot	HDAC3 inh	TMEM16A act	KCNQ1 inh	TMEM16A inh	DYRK1A inh
COc1ncnc2c1cnn2-c1ccccc1	i	i	i	i	-12	i	-3	i	i	i	-12
CCOc1ccc(-n2c(SCC(=O)Nc3ccc(Br)cc3)nc3n[nH]c(C)c3c2=N)cc1	i	i	i	i	-6	i	-13	i	i	i	4
Cc1cccc2cc(COC(=O)c3cccs3)c(=O)[nH]c12	i	i	i	i	-6	i	2	i	i	i	-12
O=C(Nc1ccc(F)cc1)c1cc(-c2ccccc2)no1	i	i	i	i	-8	i	-1	i	i	i	6
CCCc1nnc(SCC(=O)Nc2ccc(OCC)cc2)n1N	i	i	i	i	-1	i	-6	i	i	i	-2
